# C2C12 statin = suppressors of statin myotoxicity in C2C12 myotubes, primary screen, cell-based, single point, plate reader | C2C12 myotubes + simvastatin, ATP luminescence, 48 h; scaled: DMSO 0, geranylgeraniol control 100 | 330,000 compounds, 0.78% hits | AID 602340, 2012 | rescue of ATP level, % at 7.49 µM;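 active means mean ATP rescue above about 67%, or every replicate alone reaching that limit, limit read from the data, passing the limit was not always enough; inconclusive means no clear call, values can overlap the other calls; inactive means mean under the limit and some replicate under it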;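 further: myotubes were challenged with 10 µM simvastatin during compound exposure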
# Cneo AK release = Cryptococcus neoformans cell lysis inducers, primary screen, AK release luminescence, single concentration; C. neoformans lysis, adenylate kinase release luminescence, 4 h; normalised: neutral wells 0, clomiphene wells 100; lysis activity, % at 15 µM; 360,000 compounds, 0.2% hits; AID 651654, 2012;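 active means mean lysis activity across replicates of at least 80%, whatever share of replicates individually reach that level; inactive means mean lysis activity below 80%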
#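 Schedule: static 4 h at 37 °C with compound, 1 h detection; system: C. neoformans cells; benchmarks: Clomiphene as positive control; buffer or medium: fresh YPD medium; measure: luminescence rise reflecting yeast cell lysis; measured by: luminescent adenylate kinase detection reagent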
# SIRT5 block = SIRT5 desuccinylase inhibitors, primary screen, biochemical, fluorescence imaging, single point, set 5; Purified SirT5, succinyl-peptide AMC, trypsin-coupled fluorescence; 330,000 compounds, 1.1% hits; inhibition, % at 15 µM; NAD-dependent protein deacylase sirtuin-5, mitochondrial (Homo sapiens), Q9NXA8; in the data active means inhibition above about 15%; inconclusive means no clear call, values can overlap the other calls
# Target sequence (Q9NXA8 whole entry, looked up): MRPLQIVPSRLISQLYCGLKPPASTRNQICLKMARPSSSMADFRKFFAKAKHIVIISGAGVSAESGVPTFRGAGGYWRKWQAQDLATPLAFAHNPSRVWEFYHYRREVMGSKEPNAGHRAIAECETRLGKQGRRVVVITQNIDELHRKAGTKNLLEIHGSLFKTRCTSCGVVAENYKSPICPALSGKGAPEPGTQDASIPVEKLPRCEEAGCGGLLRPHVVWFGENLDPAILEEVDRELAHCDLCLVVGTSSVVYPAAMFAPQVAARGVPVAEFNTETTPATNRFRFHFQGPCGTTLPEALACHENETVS
# Xi reactivation = activators of inactive X chromosome reactivation, primary screen, imaging, XiGFP fibroblasts, GFP high-content imaging, set 2. 360,000 compounds, 0.055% hits. AID 743238, 2013. XiGFP mouse fibroblasts, % GFP-positive cells imaging, 3 d; cells co-treated with 5-aza-dC sensitizer; scaled so ellipticine positive control = 100%. activation, % at 7.58 µM;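 active means mean normalized replicate activation at least 10% and every replicate at or above 10%; inconclusive means only one of the two criteria met; inactive means mean below 10% and not all replicates reach 10%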;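 further: 0% = median of on-plate neutral control wells and 100% = ellipticine 6 µM median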
#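 System: XiGFP fibroblasts, SV40-immortalized. Medium: DMEM plus 5-aza-dC sensitizer. Doses: single point. Timing: 3 d treatment, 15 min room-temperature fixation. Control set: ellipticine 6 µM.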
# ERAP1 HTS inh = human ERAP1 aminopeptidase inhibitors, primary screen, biochemical, single point, plate reader; inhibition, % at 10.7 µM; recombinant ERAP1, Leu-AMC fluorescence, 60 min; 340,000 compounds, 0.15% hits; Endoplasmic reticulum aminopeptidase 1 (Homo sapiens), Q9NZ08;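 active means mean replicate inhibition of at least 30%, or all replicates individually reaching that 30% level; inactive means mean below 30% and not every replicate reaching it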;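 further: 0% = neutral control wells and 100% = L-leucinethiol positive control wells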
# S100A4 inh HTS = inhibitors of S100A4-myosin IIA peptide binding, primary screen, biochemical, fluorescence polarization, TAMRA-MyoIIA peptide. inhibition, % at 10.7 µM. 360,000 compounds, 0.14% hits. Protein S100-A4 (Homo sapiens), P26447;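 active means mean inhibition of at least 70% across replicates, with every replicate also reaching that level; inconclusive means mean inhibition reaches 70% but some replicates fall short; inactive means mean inhibition below 70%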
# Target sequence (P26447 whole entry, looked up): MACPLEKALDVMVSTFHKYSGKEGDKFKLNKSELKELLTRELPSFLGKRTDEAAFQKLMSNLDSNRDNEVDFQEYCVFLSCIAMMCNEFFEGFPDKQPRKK
#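 Assay system: human S100A4 monomer with TAMRA-labelled myosin IIA peptide / Buffer or medium: Calcium-containing HEPES buffer, pH 7.2 / Reagent: TAMRA-labelled myosin IIA heavy-chain peptide probe, 5 nM / Compound: one dose per compound / Timing: polarization read 5 min after assay mix addition, stable 5–60 min / Benchmarks: neutral control DMSO, positive control TFP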
# LGR2 antag = inhibitors of bursicon-induced LGR2 CRE-luciferase signal, primary screen, cell-based, HEK293, CRE-luciferase reporter, bursicon stimulation; Drosophila bursicon receptor LGR2 (rickets); bursicon-stimulated, 4 h; inhibition, % at 9.99 µM; 380,000 compounds, 0.35% hits;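 active means drop in luminescence signal, shown as inhibition above about 50% in the replicate tests, limit read from the data, passing the limit was not always enough; inconclusive means probably only some replicates passing the limit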;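 further: agonist challenge used bursicon conditioned medium at about half maximal strength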
# PGC1a acetyl inh = inhibitors of PGC1a acetylation signal, primary screen, cell-based, U2OS, AlphaScreen, inhibitor mode; AlphaScreen anti-acetyl-lysine; with virally co-expressed GCN5 acetyltransferase; inhibition, % at 15.6 µM; 350,000 compounds, 0.17% hits; AID 651687, 2012;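 active means every replicate shows inhibition of at least 40%; inconclusive means mean inhibition at least 40% but some replicate below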;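 further: 0% = neutral control wells and 100% = positive control wells; some results beyond the cut were filed as inactive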
# * marks the source's active call; other numbers are inactive results; u = inconclusive; x = not tested or not shown; & = joins results of further samples.
canonical_smiles	Cneo AK release	C2C12 statin	S100A4 inh HTS	LGR2 antag	PGC1a acetyl inh	SIRT5 block	ERAP1 HTS inh	Xi reactivation
CN1C(=O)c2cc(NC(=O)Cc3ccccc3)ccc2OC[C@@H]2O[C@@H](CC(=O)NC3CCC3)CC[C@H]21	0	33	-12	0	-1	-12	1	0.4
COCC(=O)Nc1ccc2c(c1)C(=O)N(C)C[C@@H](OC)[C@@H](C)CN(Cc1ccncc1)[C@@H](C)CO2	46	2	6	8	6	-1	-2	0.8
CO[C@H]1CN(C)C(=O)c2cc(NC(=O)C3CCC3)ccc2OC[C@H](C)N(Cc2nccs2)C[C@@H]1C	-3	-8	56	2	x	1	-3	0.0
COc1ccccc1C(=O)Nc1nnc(-c2ccc(Cl)cc2)o1	2	2	8	-5	8	x	1	0.3
CN1CCN(C(=O)C[C@H]2CC[C@@H]3[C@@H](COc4ccc(NC(=O)C5CCCCC5)cc4C(=O)N3C)O2)CC1	-6	-4	1	8	-11	-1	-1	0.0
CN(CC(=O)Nc1nc2ccccc2s1)S(=O)(=O)c1ccccc1	1	27	x	-35	2	x	x	x
CCn1c(SCC(=O)N2CCN(c3ccccc3)CC2)nc2c(c1=O)SC(C)C2 (stereo not drawn)	1	-8	-2	4	-25	-2	9	0.0
O=C(CCSc1ccccc1)Nc1ccc(S(=O)(=O)Nc2ncccn2)cc1	x	x	-1	0	8	-5	16	0.1
Cc1ccccc1OCC(=O)Nc1nnc(S(=O)(=O)N2CCCC2)s1	1	-24	-8	-28	4	1	-2	-0.1
Cc1coc2cc3oc(=O)c(CC(=O)N[C@@H](CC(C)C)C(=O)O)c(C)c3cc12	0	7	-3	x	2	1	1	0.0
CC(=O)Nc1ccc(-c2cc(C(=O)O)c3cc4ccccc4cc3n2)cc1	-2	1	0	-11	6	-3	-4	0.0
COc1cc(/C=N/NC(=O)COc2ccc([N+](=O)[O-])cc2)ccc1OCC(=O)N1CCOCC1	-1	10	3	-17	-15	2	-2	0.1
Nc1nc(N)nc(-c2ccc(Cl)c(Cl)c2)n1	1	-8	-3	27	23	0	6	-0.1
Cc1ccc(NC(=O)CN2C(=O)CNC2=O)cc1	1	3	-3	27	-1	-1	2	-0.1
C[C@H]1CN([C@@H](C)CO)C(=O)c2cc(-c3ccc(C(=O)N(C)C)cc3)cnc2O[C@@H]1CN(C)Cc1ccc(C(=O)O)cc1	-6	-9	17	3	10	-1	3	-0.3
CN(Cc1ccccc1)C(=O)c1cccc(NC(=O)Cc2ccc(NC(=O)C3CCN(C(=O)C4CCC4)CC3)cc2)c1	3	-9	-1	11	1	-5	-2	0.2
O=C(N/N=C/c1c(F)cccc1Cl)c1cc(C2CC2)[nH]n1	-4	-13	-3	-54	x	4	2	0.3
CCOC(=O)c1cc(-c2ccccc2)n(Cc2cc(CC)no2)n1	-2	-2	1	-8	x	-4	2	0.3
CCc1ccccc1NC(=O)COc1cccc2ccc(C)nc12	1	11	x	-15	-4	x	x	0.9
CO[C@H]1CN(C)C(=O)c2ccc(NS(C)(=O)=O)cc2OC[C@H](C)N(C)C[C@@H]1C	x	x	9	-8	x	-4	-2	0.1
COC(=O)[C@@H]1[C@@H](CO)[C@@H]2Cn3c(ccc(-c4cccnc4)c3=O)[C@@H]2N1Cc1cccc(F)c1	1	2	-16	25	x	2	2	0.0
COc1ccc(C#Cc2ccc3c(c2)O[C@@H](CN(C)C(=O)CN2CCOCC2)[C@H](C)CN([C@H](C)CO)S3(=O)=O)cc1	x	12	x	20	1	x	x	-0.8
C[C@@H]1CN([C@H](C)CO)C(=O)c2cc(C#C[C@@H](C)O)cnc2O[C@H]1CN(C)CC1CCCC1	-8	5	-21	6	7	5	-2	-0.1
CCCn1c(N)c(C(=O)NS(=O)(=O)c2ccc(C)cc2)c(=O)n(C)c1=O	x	x	-5	-18	x	-1	0	0.0
C/C(=N\NS(=O)(=O)c1c(C)cc(C)cc1C)c1ccncc1	0	3	-6	-1	x	-4	4	-0.1
COC(=O)C1=C(C)NC(=O)CC1c1ccccc1OC (stereo not drawn)	x	x	-3	6	6	-1	1	0.0
Cc1noc(C)c1S(=O)(=O)Nc1ccc2c(c1)C(=O)N([C@H](C)CO)C[C@@H](C)[C@@H](CN(C)Cc1ccc(C(=O)O)cc1)OCCCC[C@@H](C)O2	-2	x	-1	-12	-8	-12	-6	0.2
C[C@@H]1CN([C@H](C)CO)C(=O)c2cc(NC(=O)Nc3ccccc3)ccc2O[C@@H](C)CCCCO[C@H]1CN(C)Cc1ccc(Cl)c(Cl)c1	7	-315	-49	3	15	1	1	1.4
CC(C)[C@H](NC(=O)c1cccc(S(=O)(=O)N2CCOCC2)c1)C(=O)Nc1nccs1	-1	7	-4	3	x	0	-2	0.1
N#C[C@@H]1[C@H](c2ccc(C#Cc3ccccc3F)cc2)[C@@H](CO)N1C(=O)c1cccnc1	-6	9	-7	41	-4	0	-4	0.0
COc1cccc(C(N)c2nc(-c3cc(F)cc(F)c3)cs2)c1 (stereo not drawn)	-3	6	3	6	-14	x	0	0.0
CCOCCCNC(=O)C(NC(=O)Cc1cccs1)c1ccc(C)cc1 (stereo not drawn)	x	x	19	-6	-8	-4	1	0.0
COCCN(CC(=O)Nc1cccc(C)c1C)C(=O)/C=C/c1ccc2c(c1)OCCO2	1	-5	-2	x	11	-1	-2	0.0
COc1ccc(NC(=O)c2ccc(NC(=O)CSc3nc(N)cc(=O)[nH]3)cc2)cc1	2	10	-3	2	-3	-1	0	-0.1
CC(CNC(=O)CCn1ccc2cc(S(=O)(=O)N3CCCC3)ccc21)c1ccccc1 (stereo not drawn)	15	-4	-1	7	-5	1	2	0.0
CCOC(=O)N(C)C[C@H]1OCc2cnnn2CCCC(=O)N([C@@H](C)CO)C[C@H]1C	-1&0	5&-11	0&-2	-4&-12	6&2	1&-1	-1&0	0.1&0.0
NS(=O)(=O)c1ccc(NC(=O)COC(=O)COc2ccc(Cl)cc2)cc1	x	x	-11	x	x	-5	0	0.1
Cc1cccc(CC(=O)NC2CCN(C)CC2)c1	-1	2	-5	-40	3	0	-9	0.1
Cc1cc(=O)c(C(=O)O)c(C)n1-c1ccccc1	-1	-3	1	-11	12	-9	1	-0.1
CO[C@H](CN(C)C(=O)c1cnccn1)[C@H](C)CN([C@@H](C)CO)S(=O)(=O)c1ccc(Cl)cc1	-2	6	-9	-17	5	0	-1	0.2
COC(=O)c1cn(CC(=O)Nc2ccc(OC)cc2)c2ccccc12	-3	4	-4	1	-11	x	-9	-0.1
CC(C)COC(=O)n1c(=O)oc2ccc(S(=O)(=O)N3CCCCC3)cc21	0	17	-1	-17	-1	3	0	0.0
COc1ccccc1NC(=O)N[C@H]1CC[C@H](CC(=O)N[C@H](C)c2ccccc2)O[C@@H]1CO	-19	-5	10	-1	4	-1	-4	0.3
Cc1ccc(S(=O)(=O)N2CC(O)C2)cc1	-2	-8	1	-4	-4	-2	-1	0.1
CCOC(=O)c1ccc(S(=O)(=O)NNS(=O)(=O)c2ccc(C)cc2)cc1	-2	-9	-2	0	6	-2	0	0.0
CCN(CC)CCNCC(=O)Nc1ccc(Oc2ccccc2)cc1	1	x	-1	-12	-3	-1	1	0.6
O=C(NCc1ccccn1)c1cccc(NS(=O)(=O)c2ccc(Br)cc2)c1	2	-11	-2	7	-5	-4	2	-0.1
Cc1noc(C)c1NC(=O)N(C)C[C@H]1OCc2ccccc2-c2c(n(C)c3ccccc23)C(=O)N([C@@H](C)CO)C[C@H]1C	-1	13	1	11	4	2	0	0.5
Cc1ccc(OCc2nnc(SCC(=O)Nc3ccc(N4CCOCC4)cc3)o2)cc1	3	-6	-2	u	x	2	0	0.1
C[C@@H]1CN([C@@H](C)CO)C(=O)c2cccc(NC(=O)CCCCCC(=O)Nc3ccccc3N)c2O[C@H]1CN(C)S(=O)(=O)c1cn(C)cn1	x	x	-5	-2	7	x	3	-0.7
O=C(c1cc(-c2cccs2)nn1-c1ccccc1)N1CCN(S(=O)(=O)c2ccccc2)CC1	8	-7	6	4	x	1	5	-0.1
O=C(COC(=O)c1ccc(S(=O)(=O)N2CCCC2)cc1)NCCc1ccc(F)cc1	-1	12	-20	4	7	0	0	0.0
CCN(CC)C(=O)N1CCN(S(=O)(=O)c2c(C)cc(C)cc2C)CC1	1	-8	5	20	-7	-2	-1	0.0
Cc1ccsc1C(=O)N1CCC1(C)C(=O)NS(=O)(=O)c1cccc(F)c1 (stereo not drawn)	-1	-5	-1	12	x	-5	-1	0.1
O=C(CCN1C(=O)/C(=C/c2cccs2)SC1=S)Nc1ccc(C(=O)O)c(O)c1	-2	4	0	15	2	16*	-21	0.5
COC(C/C=C\[C@H](O)[C@H](C)OCc1ccccc1)OC	0	x	-2	-7	12	x	3	-0.2
CC(CNS(=O)(=O)c1ccc2c(c1)NC(=O)CCS2)c1ccccc1 (stereo not drawn)	x	x	2	0	x	3	-1	0.1
CN(C)S(=O)(=O)c1ccc(C(=O)OCCc2ccccc2)cc1	6	-2	-2	-98	12	-2	14	0.0
CCCC#Cc1ccc([C@H]2[C@H](C#N)N(S(C)(=O)=O)[C@H]2CO)cc1	-3	-8	-2	17	-1	0	3	0.2
Cc1ccccc1-c1ccc([C@H]2[C@@H](CO)N3CCCCN(C(=O)NC4CCCC4)C[C@H]23)cc1	1	-83	3	-7	-1	-1	-1	0.1
COc1nc2ccccc2nc1N1CCN(c2ccc(F)cc2)CC1	6	-10	-5	5	1	-9	0	0.3

# Exported with values under each structure: 2 of the compounds above.
# Value order: Cneo AK release, C2C12 statin, S100A4 inh HTS, LGR2 antag, PGC1a acetyl inh, SIRT5 block, ERAP1 HTS inh, Xi reactivation
CO[C@H]1CN(C)C(=O)c2cc(NC(=O)C3CCC3)ccc2OC[C@H](C)N(Cc2nccs2)C[C@@H]1C
→ -3, -8, 56, 2, x, 1, -3, 0.0
COc1ccccc1C(=O)Nc1nnc(-c2ccc(Cl)cc2)o1
→ 2, 2, 8, -5, 8, x, 1, 0.3

# From PubChem BioAssay

# A portion of the library. The share of hits here may be higher or lower than overall.
